# TLR9-MyD88 block = inhibitors of human TLR9-MyD88 binding; CHO BLA complementation TLR9-MyD88, CCF4 FRET ratio; inhibition, % at 4.98 µM; actives 0.21% (n = 340,000); AID 504734; Q9NR96+Q99836;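 active = inhibition above the mean over all tested compounds plus 3 SD, cut at about 21% in these data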;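 also: 0% = DMSO only wells and 100% = clavulanate BLA inhibitor control wells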
# Exocytosis inh = blocks lytic granule exocytosis. TALL-104 LAMP-1 surface exposure, flow cytometry; cells stimulated with thapsigargin and PMA. inhibition, % at 10 µM. actives 0.66% (n = 360,000);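 active = inhibition above about 55%, limit read from the data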
# SRC1 inh = inhibits human SRC1 coactivator; HEK293 GAL4-SRC1 luciferase reporter, luminescence; inhibition, % at 3.6 µM; actives 0.12% (n = 360,000); AID 588354;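 active = inhibition above the campaign mean plus 3 SD, with each screening campaign given its own cutoff, cut at about 60% in these data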;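 also: 0% = DMSO treated cells and 100% = gossypol at 36 µM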
# NOD2 RIPK2 PPI = blocks binding of human NOD2 to RIPK2 | O43353 | CHO BLA complementation NOD2-RIPK2, CCF4 ratio | inhibition, % at 4.98 µM | actives 0.38% (n = 360,000) | AID 624267; in the data active = inhibition above about 21%;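 also: 0% = vehicle only and 100% = reference blocker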
# Target sequence (O43353 whole entry, looked up): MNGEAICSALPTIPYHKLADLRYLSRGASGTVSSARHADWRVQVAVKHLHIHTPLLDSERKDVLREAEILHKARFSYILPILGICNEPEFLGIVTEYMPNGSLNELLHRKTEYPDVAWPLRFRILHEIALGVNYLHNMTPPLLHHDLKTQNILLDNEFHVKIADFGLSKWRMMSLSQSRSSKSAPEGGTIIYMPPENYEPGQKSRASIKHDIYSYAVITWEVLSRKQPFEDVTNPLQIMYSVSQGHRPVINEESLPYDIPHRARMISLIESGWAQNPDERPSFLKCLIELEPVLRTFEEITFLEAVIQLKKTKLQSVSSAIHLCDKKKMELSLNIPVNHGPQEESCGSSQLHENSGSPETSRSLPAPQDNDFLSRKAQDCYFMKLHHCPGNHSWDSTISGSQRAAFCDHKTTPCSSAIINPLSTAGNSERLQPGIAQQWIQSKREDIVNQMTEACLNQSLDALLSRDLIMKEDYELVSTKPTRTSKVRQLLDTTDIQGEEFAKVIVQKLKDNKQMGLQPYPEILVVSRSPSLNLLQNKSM
# TROY signal inh = TROY signaling inhibition; Q293 LMP1-TROYcd NF-kB luciferase reporter, 4 h; inhibition, % at 10 µM; actives 0.98% (n = 360,000);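 active = compounds whose plate-normalised and pattern-corrected inhibition of the luciferase reporter signal at the single screening dose is 50% or more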
# LRH-1 inv ag = NR5A2 inverse agonism in reporter assay; O00482; HEK293T StAR-luciferase reporter, LRH-1 transfected, 24 h; inhibition, % at 3.6 µM; actives 0.13% (n = 360,000); AID 602396;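 active = inhibition above the mean inhibition of all tested compounds plus 3 SD, cut at about 73% in these data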;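 also: 0% = DMSO wells and 100% = reporter-only cells lacking LRH-1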
# SRC2 inh = inhibits human steroid receptor coactivator 2. AID 651957. actives 0.17% (n = 370,000). inhibition, % at 9 µM. Q15596. HEK293 GAL4-SRC2 luciferase reporter, luminescence;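 active = inhibition above the mean inhibition of all tested compounds plus 3 SD, set per campaign, cut at about 52% in these data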;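 also: 0% = DMSO treated cells and 100% = cells given Gossypol at 36 µM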
# COUP-TFII inh = NR2F2 (human) inhibition, primary screen. P24468. HEK293T NGFI-A luciferase reporter, luminescence. inhibition, % at 8.6 µM. actives 0.7% (n = 370,000);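 active = inhibition above a per-plate cutoff, mean inhibition of test wells between control levels plus 3 SD, cut at about 38% in these data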;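 also: cells cotransfected with COUP-TFII expression vector driving the NGFI-A reporter; 0% = median of COUP-TF2 test wells and 100% = reporter-only cells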
# Target sequence (P24468 whole entry, looked up): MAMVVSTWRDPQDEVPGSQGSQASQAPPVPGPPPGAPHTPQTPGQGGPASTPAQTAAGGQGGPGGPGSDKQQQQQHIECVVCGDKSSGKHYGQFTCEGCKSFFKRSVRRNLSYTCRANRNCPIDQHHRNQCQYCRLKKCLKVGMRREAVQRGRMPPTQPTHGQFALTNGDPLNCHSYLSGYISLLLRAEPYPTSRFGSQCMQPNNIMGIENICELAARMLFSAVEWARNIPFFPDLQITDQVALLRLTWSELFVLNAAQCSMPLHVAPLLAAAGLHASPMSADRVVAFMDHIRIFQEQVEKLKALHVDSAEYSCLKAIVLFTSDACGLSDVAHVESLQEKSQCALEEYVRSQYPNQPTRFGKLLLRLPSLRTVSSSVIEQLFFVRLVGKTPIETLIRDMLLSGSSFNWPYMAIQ
# NCOA3 inh = inhibitors of human steroid receptor coactivator 3 (SRC3) | actives 0.17% (n = 360,000) | AID 588352 | inhibition, % at 3.6 µM | HEK293 GAL4-SRC3 luciferase reporter, luminescence;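 active = inhibition above a per-campaign cutoff, the mean of all compounds plus 3 SD, cut at about 60% in these data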;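 also: 0% = DMSO-treated cells and 100% = gossypol-treated cells at 36 µM; higher means less SRC3-driven luciferase light from the GAL4 reporter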
# ABHD5-PLIN5 inh = blocks binding of human ABHD5 to perilipin-5. Q00G26+Q8WTS1. Split G. princeps luciferase complementation, luminescence, 4 h. inhibition, % at 4 µM. actives 0.78% (n = 360,000). AID 602281;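 active = inhibition above the mean inhibition across every tested compound plus 3 SD, cut at about 22% in these data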;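 also: 0% = DMSO only wells and the 100% control is not disclosed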
# TWEAK-Fn14 inh = TWEAK-Fn14 signaling inhibition. actives 2% (n = 360,000). TWEAK-stimulated Fn14 reporter cells, luciferase luminescence, 8 h. inhibition, % at 10 µM; in the data active = inhibition above about 50%
# Starred values were filed as active, the others as inactive; . = not tested or not shown. Only part of the results is shown; rates above refer to the full screens.
SMILES,TLR9-MyD88 block,Exocytosis inh,SRC1 inh,NOD2 RIPK2 PPI,TROY signal inh,LRH-1 inv ag,SRC2 inh,COUP-TFII inh,NCOA3 inh,ABHD5-PLIN5 inh,TWEAK-Fn14 inh
O=C(CNC(=O)c1[nH]cnc1C(=O)N[C@@H](Cc1ccccc1)C(=O)OCc1ccccc1)OCc1ccccc1,-2,6,1,5,16,-5,-11,-3,-25,-10,-6
CCCCC(C(=O)NC1CCCC1)N(Cc1ccccc1)C(=O)c1snc(C(N)=O)c1N (stereo unspecified),-2,-14,-15,-11,-8,10,-10,5,-3,-3,-7
Cc1ccc([N+](=O)[O-])c(OCCCN2CCCCCC2)c1,-4,-3,-2,-23,-7,-5,-11,1,9,-12,1
O=c1c2cc(Cl)ccc2nc(-c2ccccc2Cl)n1O,-1,0,-8,0,15,-2,-10,2,7,4,-3
O=C(COC(=O)c1cc([N+](=O)[O-])ccc1NCc1ccccc1)NCc1ccccc1Cl,-3,4,2,-4,44,-10,-14,0,20,-1,16
CSCCC(NS(=O)(=O)c1ccccc1F)C(=O)NCC(c1ccc(F)cc1)N1CCOCC1 (stereo unspecified),-5,8,-13,4,4,-20,-10,3,-11,-10,-3
Cc1ccccc1OCC(=O)NCCCNC(=O)c1ccco1,-2,2,-25,-13,4,-7,-2,-11,12,6,-5
CCc1ccc([C@H]2[C@@H]3C(=O)C[C@@H]4C(=O)N(c5ccccc5)C(=O)[C@@H]4[C@@H]3CN2S(=O)(=O)c2ccc(C)cc2)cc1,.,-3,4,1,13,-11,-17,4,-6,-14,-10
CCCCNC(=O)Nc1ccon1,-10,0,1,-6,13,1,-7,-24,-4,-2,11
COc1ccccc1N1C(=O)N(C(C)=O)C2C1Nc1ccccc1N2C (stereo unspecified),-4,15,-2,7,-25,9,-22,17,1,3,-17
Cc1cc(Cl)c(S(=O)(=O)N2CCCCCC2)cc1OCC(=O)NC1CCCCC1,2,2,8,-1,16,13,-16,-6,0,-7,20
CCS(=O)(=O)c1ccc(C(=O)Nc2ccccc2)c(Cl)c1Cl,-4,0,17,-10,-32,5,5,22,16,-1,8
CCOCCSc1nc2c(c(=O)[nH]c(=O)n2C)n1CCCc1ccccc1,6,-3,5,-2,-17,-2,1,7,3,6,-2
CSc1ccccc1NC(=O)c1cc(-c2cccs2)on1,-2,3,-23,3,-37,-71,-34,-18,-41,-4,-41
CCOC(=O)c1c(C)[nH]c(C(=O)OC(C)C(=O)Nc2ccccc2OC)c1C (stereo unspecified),-4,6,23,-6,14,3,8,17,2,-9,27
O=C(Nc1ccccc1Cl)NC1(C(=O)N2CCOCC2)CCCCC1,4,-13,0,3,6,4,-10,3,-1,-1,2
COn1c(=O)c(=O)n(OC)c2ccccc21,3,0,-40,-3,16,0,-1,3,-4,-9,12
COC(=O)NC1CSCC1OC(=O)CN1C(=O)c2ccccc2C1=O (stereo unspecified),-5,1,7,-15,6,14,6,2,-3,-2,-7
Cc1ccoc1C(=O)Nc1ccc2ccccc2c1,-8,-5,-83,-7,1,-117,-10,-4,-97,-12,36
COc1ccccc1Oc1coc2c(CN(C)C)c(O)ccc2c1=O,-5,-2,-14,-4,31,1,-5,2,17,-1,3
CC(C)c1ccc(NC(=S)NN(c2ccccc2)c2ccccc2)cc1,-2,2,-3,-1,3,22,-18,-1,-5,-8,-6
CC(OC(=O)CCCNC(=O)c1ccc(Cl)cc1)C(=O)N(C)Cc1ccccc1 (stereo unspecified),-14,-5,15,-9,5,-1,-39,-3,-6,5,-1
COC(=O)c1ccc(CNC(=O)CCNC(=O)c2ccco2)cc1,3,2,2,-7,-20,4,-32,-5,4,0,-9
Cc1cc(OCC(=O)C(C)(C)C)c2c(C)c(C)c(=O)oc2c1,3,25,7,-4,-8,30,-10,-25,12,1,-4
COc1ccc(-n2c(O)c(/C=N/NS(=O)(=O)c3cccc([N+](=O)[O-])c3)c3ccccc3c2=O)cc1OC,21,-2,-23,6,0,15,-18,-10,5,1,-14
COc1cc(OC)c2c(-c3cccc(-c4ccc(OC(F)(F)F)cc4)c3)cc(=O)oc2c1,-26,1,15,3,14,2,12,5,2,3,14
COc1cc(S(=O)(=O)Nc2ccccn2)ccc1F,10,-1,4,-1,-23,-6,3,6,10,-2,-14
CC(C)Oc1ccc(/C=C(/NC(=O)c2ccccc2)C(=O)NC(Cc2ccccc2)C(=O)O)cc1 (stereo unspecified),10,6,-9,-8,-3,18,-28,9,6,-19,21
COc1cc(/C=C/C(=O)OCC(=O)N2CC(=O)Nc3ccccc32)ccc1O,2,-1,-9,-4,3,-4,-14,-22,-4,-2,2
COCCCNC(=O)c1ccc2c(=O)n(Cc3ccc4c(c3)OCO4)c(=S)[nH]c2c1,0,-2,3,-2,5,-17,-6,22,-1,1,-9
COCCN1Cc2cccc(C(=O)NCc3ccccn3)c2C1=O,-1,4,3,-17,8,15,18,16,-7,-7,7
COc1ccccc1C(=O)OCc1cc(=O)n2ccsc2n1,-15,-2,-42,2,-43,-32,-24,-9,-51,-9,-6
CCOC(=O)N1CCN(Cc2nc3c(c(=O)n(C)c(=O)n3C)n2Cc2cccc(C)c2)CC1,-2,-1,-4,-3,-6,-16,-7,-1,-32,0,-9
CC1(C)CC(=O)c2cnc(NC(=O)CSc3nc4ccccc4o3)nc2C1,0,0,-23,-6,4,-13,-34,-47,17,-1,32
Cc1ccc(CCNC(=O)C2CCCN(S(=O)(=O)c3c(C)nn(C)c3C)C2)cc1 (stereo unspecified),4,6,-13,-7,-30,-39,9,12,-9,-2,4
CCN1C(=O)[C@H]2[C@@H](c3ccc(OC)cc3)N[C@]3(CCCN(CCC(C)C)C3=O)[C@H]2C1=O,-7,-1,-1,-5,0,-16,-14,7,8,0,-10
CSc1nc(Oc2ccc(F)cc2F)cc(C(F)(F)F)n1,0,1,2,6,-8,7,-8,-5,-5,5,3
COc1ccc(N(CC(=O)NCc2ccc(F)cc2)C(=O)c2snc(C(N)=O)c2N)cc1OC,-6,-10,-17,-6,-10,4,-8,9,10,0,-10
COc1cccc(-n2c(SCC(N)=O)nnc2-c2ccco2)c1,1,-6,5,-5,-14,4,-4,-9,-5,5,11
Cc1cc(NC(=O)CSc2nnc(-c3ccco3)n2Cc2ccccc2)no1,-2,3,-6,1,17,0,-8,9,21,-4,-22
O=C(Nc1ccc2c(c1)CCC2)c1ncoc1-c1ccccc1F,11,6,3,-8,-25,-39,0,-4,-11,-3,-6
O=S(=O)(NC1CCCC1)c1ccc(F)cc1F,0,7,-3,2,-11,-21,-3,-6,-11,-4,25
COc1ccc(NC(=O)c2cc(-c3ccccc3)nc3c2c(C)nn3-c2ccccc2)c(OC)c1,5,12,5,1,-27,5,5,-14,11,-1,8
CCn1c(SCc2c(Cl)cccc2Cl)nc2nc3c(cc2c1=O)CCCC3,-6,3,-21,1,-18,-1,30,16,8,-5,-4
COc1ccc(C(=O)N2CCOC2CNC(=O)C(=O)NCc2ccco2)cc1 (stereo unspecified),-6,-1,1,2,2,16,-11,6,-1,0,5
C/C(=N\NC(=O)c1ccoc1C)c1ccc(Br)s1,5,-2,-93,9,-26,-121,-57,-70,-43,-2,-19
O=C(NC1CCCCC1)C(c1cccs1)N(Cc1cccs1)C(=O)c1ccco1 (stereo unspecified),-2,-21,-18,7,-17,5,9,0,15,-1,3
Cc1cc(C(=O)NCc2cccs2)n(-c2ccccc2)n1,2,0,-3,-8,-5,-25,-1,8,-4,-2,-30
O=C(CCN1C(=O)C2CC=CCC2C1=O)Nc1ccccc1Cl (stereo unspecified),-4,1,-29,-14,4,-6,-20,11,-30,-3,-2
CC(C)[C@H](N)c1nnc2n1N=C(c1ccc(Cl)cc1)CS2,3,-5,5,0,10,2,19,11,6,2,2
# Next results follow.
SMILES,TLR9-MyD88 block,Exocytosis inh,SRC1 inh,NOD2 RIPK2 PPI,TROY signal inh,LRH-1 inv ag,SRC2 inh,COUP-TFII inh,NCOA3 inh,ABHD5-PLIN5 inh,TWEAK-Fn14 inh
CCN1C(=O)[C@H]2[C@H]3CN=C(SCc4ccc(Cl)cc4)N3[C@@](C)(C(=O)OC)[C@H]2C1=O,-5,-2,8,2,6,-8,-8,13,-10,-5,12
Cc1oc(-c2cccc(F)c2)nc1CN1CCCCC1CCn1cccn1 (stereo unspecified),6,-2,7,9,5,-22,7,-4,7,4,-17
CCOC(=O)c1c(OCC)[nH]c2ccc(O)cc12,-1,-1,-12,-9,21,-6,10,3,-1,-4,-12
Cc1ccc(-c2nn(C)c(=O)c3ccccc23)cc1S(=O)(=O)NCCO,3,-1,-57,0,12,6,-32,-17,-12,7,-10
Cc1ccc(S(=O)(=O)N2CCOCC2)cc1C(=O)Nc1ccccn1,-4,0,-7,-6,10,4,-17,-6,-16,5,-8
CN(Cc1ccccc1)c1ccc2nnc(-c3ccccc3)n2n1,12,6,7,-1,11,15,10,-6,20,2,-9
Cc1c(C(=O)NC(=S)Nc2ccc(N3CCOCC3)cc2)cccc1[N+](=O)[O-],5,8,-18,-2,-6,8,10,-6,8,4,-7
COC(=O)[C@@H](Cc1c[nH]c2ccccc12)NC(=O)C1CCCN(S(=O)(=O)c2ccc(C)cc2)C1 (stereo partly specified),2,34,-50,3,-4,5,-5,3,5,-8,12
CCOc1ncccc1C(=O)OCc1ccccc1,0,5,-11,-4,-16,8,-21,-12,2,-2,-11
O=C(NNC(=O)c1c(F)cccc1F)c1ccccc1-n1cccc1,-7,-3,6,4,4,-1,-25,-15,1,-12,5

# Record cards, as listed above. Order of screens: TLR9-MyD88 block	Exocytosis inh	SRC1 inh	NOD2 RIPK2 PPI	TROY signal inh	LRH-1 inv ag	SRC2 inh	COUP-TFII inh	NCOA3 inh	ABHD5-PLIN5 inh	TWEAK-Fn14 inh
# Profile of CCOc1ncccc1C(=O)OCc1ccccc1 : 0	5	-11	-4	-16	8	-21	-12	2	-2	-11
# Profile of Cc1c(C(=O)NC(=S)Nc2ccc(N3CCOCC3)cc2)cccc1[N+](=O)[O-] : 5	8	-18	-2	-6	8	10	-6	8	4	-7
# Profile of Cc1ccc(S(=O)(=O)N2CCOCC2)cc1C(=O)Nc1ccccn1 : -4	0	-7	-6	10	4	-17	-6	-16	5	-8
# Profile of CCOC(=O)c1c(OCC)[nH]c2ccc(O)cc12 : -1	-1	-12	-9	21	-6	10	3	-1	-4	-12

# Later entries
SMILES,TLR9-MyD88 block,Exocytosis inh,SRC1 inh,NOD2 RIPK2 PPI,TROY signal inh,LRH-1 inv ag,SRC2 inh,COUP-TFII inh,NCOA3 inh,ABHD5-PLIN5 inh,TWEAK-Fn14 inh
CC1CCN(CCCCOc2ccc(F)cc2)CC1,-16,-4,-24,-2,-1,-6,.,.,-7,3,0
Cc1nn(C)cc1C(C(=O)NC1CCCCC1)N(CCc1ccccc1)C(=O)c1cnccn1 (stereo unspecified),2,-2,-8,-3,-9,-2,24,7,5,4,8
Cc1cc2c(c(=O)o1)C1(C(=O)N(C)c3ccccc31)C(C#N)=C(N)O2 (stereo unspecified),7,0,8,6,6,0,-13,-7,-3,-1,3
Cc1cc(C)nc(/N=C2\NC(=O)CC(C(=O)O)N2c2ccc(Cl)cc2)n1 (stereo unspecified),-7,3,10,-12,11,16,-12,11,-2,1,-8
COc1ccc(CCNCc2cc3ccc(C)cc3[nH]c2=O)cc1OC,-12,1,-18,-5,17,-12,-12,17,10,-7,8
COc1ccc(NC2CCCN(C(=O)c3ccncc3)C2)cc1 (stereo unspecified),-9,-3,-9,-6,1,-11,-30,-7,9,-4,15

# Screening data: PubChem, several laboratories
